Hck-Nef inh: inhibitors of Nef-activated human Hck kinase, primary screen, biochemical, Z-Lyte FRET, 384-well, Hck-YEEI | Tyrosine-protein kinase HCK (Homo sapiens), P08631 | Recombinant Hck-YEEI plus Nef, Z-Lyte FRET kinase assay | inhibition, % at 20 µM | 0.68% of 220,000 active | AID 463187, 2010;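 active = Hck-Nef kinase inhibition above about 50%, limit read from the data; inactive = inhibition below that limit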;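 note: 0% = DMSO with Hck plus Nef and 100% = Hck alone without Nef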
Runt-SMMHC FRET: inhibitors of RUNX1 Runt–CBFb-SMMHC binding, primary screen, biochemical, FRET, Cerulean-Runt, Venus-CBFb-SMMHC, uHTS; inhibition, % at 20 µM; Runt-related transcription factor 1 (Homo sapiens) + Core-binding factor subunit beta …; AID 1434, 2008; Cerulean-Runt/Venus-CBFb-SMMHC FRET ratio 530/480, 1 h; 0.74% of 220,000 active;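 active = mean inhibition across duplicate retests at 20 µM reaching about 50%, limit read from the data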;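 note: 0% = DMSO wells and 100% = wells with excess untagged CBFb-SMMHC; inhibitors lower the FRET ratio by blocking Runt binding to CBFb-SMMHC; some results filed as inactive read as strong as hits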
EBV gp42 inh: Epstein-Barr virus gp42 inhibitors, primary screen, biochemical, uHTS, fluorescence polarization; Glycoprotein 42 (Epstein-Barr virus (strain AG876)), Q1HVG2; Fluorescence polarization binding assay, mP read-out; inhibition, % (tested at 21.74 µM); 0.42% of 220,000 active; in the data active = inhibition above about 50%
Target sequence (Q1HVG2 whole entry, looked up): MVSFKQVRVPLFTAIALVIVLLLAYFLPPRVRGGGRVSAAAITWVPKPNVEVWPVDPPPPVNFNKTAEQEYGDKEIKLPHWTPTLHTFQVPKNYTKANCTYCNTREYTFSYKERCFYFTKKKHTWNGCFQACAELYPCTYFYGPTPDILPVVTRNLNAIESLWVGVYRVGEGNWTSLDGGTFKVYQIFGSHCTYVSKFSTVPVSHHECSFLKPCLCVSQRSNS
Runt-CBFb FRET: inhibitors of RUNX1 Runt–CBFb binding, primary screen, biochemical, FRET, Cerulean-Runt, Venus-CBFb, uHTS; Runt-related transcription factor 1 (Homo sapiens) + Core-binding factor subunit beta …; Cerulean-Runt/Venus-CBFb FRET ratio 530/480, 1 h; inhibition, % at 20 µM; 0.46% of 220,000 active; AID 1496, 2009;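 active = inhibition over about 50% at 20 µM in the single-dose screen, limit read from the data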;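 note: 0% = DMSO wells and 100% = excess unlabeled CBFb competitor control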
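test system = Cerulean-Runt domain fusion protein, energy donor | probe or stimulus = Venus-CBFb binding partner, 100 nM | incubation = two 1 h room-temperature incubations shielded from light | detection = fluorescence energy transfer, 422 nm excitation, 530/480 nm emission | measure = loss of energy transfer signal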
Tb hexokinase: Trypanosoma brucei hexokinase 1 inhibitors, primary screen, biochemical, G6PDH-coupled NADH absorbance, MLSCN library; hexokinase 1 [Trypanosoma brucei]; recombinant TbHK1, G6PDH-coupled NADH A340; inhibition, % at 10 µM; 0.11% of 220,000 active;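 active = inhibition of 50% or more in the single-dose primary screen; inactive = inhibition below 50%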
L929 necroptosis: inhibitors of zVAD-triggered necroptosis, primary screen, L929 cells; L929 zVAD necroptosis rescue, ATP luminescence, 24 h; with zVAD 60 µM; viability rescue, % at 10 µM; 0.38% of 220,000 active; AID 1377, 2008;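 active = activation, scaled between plate controls, above about 75%, limit read from the data; inactive = activation under that limit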;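 note: 0% = zVAD with DMSO and 100% = DMSO alone without zVAD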
14-3-3 Bad inh: inhibitors of 14-3-3 zeta/Bad binding, primary screen, biochemical, TR-FRET, bovine 14-3-3 zeta; 0.71% of 220,000 active; inhibition, % at 21.7 µM; TR-FRET 14-3-3zeta/Dy647-pBad peptide displacement, 1 h; 14-3-3 protein zeta/delta (Bos taurus), P63103; AID 781, 2007;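 active = inhibition above about 70%, limit read from the data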;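 note: 0% = full 14-3-3 plus peptide FRET controls and 100% = background without 14-3-3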
MDM2 E3 inh: MDM2-luciferase reporter signal enhancers, primary screen, MDM2 E3 ligase inhibitor project, cell-based, luminescence, 1536-well; E3 ubiquitin-protein ligase Mdm2 (Homo sapiens), Q00987; cell-based MDM2 ubiquitination luciferase reporter, 2 h; 0 = plate control, 100 = twice control, blank-subtracted; signal enhancement, % at 5 µM; 0.11% of 210,000 active; AID 1230, 2008;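 active = signal enhancement of 30% or more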;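 note: luminescence tracks abundance of the self-degrading MDM2-luciferase fusion protein; higher signal means inhibition of MDM2 E3 ligase activity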
Target sequence (Q00987 whole entry, looked up, the tested form may be a part): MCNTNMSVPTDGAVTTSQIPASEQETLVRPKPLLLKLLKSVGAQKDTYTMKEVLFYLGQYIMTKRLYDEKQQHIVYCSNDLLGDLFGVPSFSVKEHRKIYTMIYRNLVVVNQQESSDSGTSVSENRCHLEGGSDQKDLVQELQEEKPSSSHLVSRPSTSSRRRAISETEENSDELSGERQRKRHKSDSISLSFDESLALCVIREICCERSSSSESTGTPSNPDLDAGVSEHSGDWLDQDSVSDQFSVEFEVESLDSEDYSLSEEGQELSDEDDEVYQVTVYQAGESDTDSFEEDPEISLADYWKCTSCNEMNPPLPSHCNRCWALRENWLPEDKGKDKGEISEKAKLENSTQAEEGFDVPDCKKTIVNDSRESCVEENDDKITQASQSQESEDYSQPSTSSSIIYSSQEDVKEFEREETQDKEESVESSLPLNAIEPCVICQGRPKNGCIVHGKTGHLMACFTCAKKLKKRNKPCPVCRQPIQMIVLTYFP
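Assay system: stable mammalian line carrying autodegrading MDM2–luciferase fusion reporter; Input: 2000 cells in each well; Compound dosing: single-point 5 µM; Schedule: 2 h compound exposure at 37 °C; Signal: SteadyLite luciferase luminescence after 15 min room-temperature reagent incubation; Evaluation: % luminescence enhancement versus blank-corrected plate control mean; Benchmarks: plate controls and plate blanks.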
p47phox inh: p47phox/p22phox peptide binding inhibitors, primary screen, biochemical, uHTS, NADPH oxidase regulatory subunit; Neutrophil cytosol factor 1 (Homo sapiens), P14598; fluorescence polarization, 2 h; inhibition, % at 24.7 µM; 0.53% of 220,000 active;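 active = inhibition above about 30%, limit read from the data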;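 note: 0% = p47phox with labelled peptide and 100% = labelled peptide alone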
Target sequence (P14598 whole entry, looked up): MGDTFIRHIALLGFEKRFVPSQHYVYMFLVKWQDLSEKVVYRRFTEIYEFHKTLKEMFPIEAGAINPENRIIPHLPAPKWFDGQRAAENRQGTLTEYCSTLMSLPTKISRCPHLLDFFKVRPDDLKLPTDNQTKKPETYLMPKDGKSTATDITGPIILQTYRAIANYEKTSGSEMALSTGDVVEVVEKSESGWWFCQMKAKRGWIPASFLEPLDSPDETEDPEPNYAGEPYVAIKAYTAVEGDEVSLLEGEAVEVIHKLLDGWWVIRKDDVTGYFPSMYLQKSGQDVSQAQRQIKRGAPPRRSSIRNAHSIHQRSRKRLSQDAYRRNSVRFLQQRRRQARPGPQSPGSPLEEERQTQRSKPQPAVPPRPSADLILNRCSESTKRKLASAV
Starred values were filed as active, the others as inactive; . = no result given; [ ] = remark or other dose. The order is random; overall some 3.2% were active at least once.

Results follow in this order: Hck-Nef inh	Runt-SMMHC FRET	EBV gp42 inh	Runt-CBFb FRET	Tb hexokinase	L929 necroptosis	14-3-3 Bad inh	MDM2 E3 inh	p47phox inh
> NS(=O)(=O)c1cccc(NC(=O)CNC(=O)CC23CC4CC(CC(C4)C2)C3)c1
    17.9	0.0	-4.9	3.4	0.5	1.6	-10.9	-8.5	1.4
> CC(C)n1nc(C(=O)Nc2ccccc2N2CCOCC2)c2ccccc2c1=O
    12.3	-3.9	-19.9	-1.6	8.4	1.3	8.5[fluorescence artefact?]	1.0	-24.3
> Cc1cc(C)cc(NC(=O)c2cnn(-c3ccccc3)c2C2CCNCC2)c1
    12.2	-2.1	-0.7	1.2	1.7	-1.0	-3.7	-3.0	11.0
> O=C(Nc1nnc(-c2ccco2)o1)c1ccc(N2C(=O)CCC2=O)cc1
    13.1	-4.3	-2.5	1.0	-13.5	2.3	-0.6	-2.7	-11.8
> O=C(NNC(=O)c1ccccc1F)c1cccc(Cl)c1
    3.3	-1.6	-2.9	2.4	11.7	-0.2	0.8	-1.9	-6.0
> CCN(CC)CCNc1nc(-c2ccco2)c2c(c1C#N)CC(C)(C)OC2
    8.7	1.0	13.9	6.9	-15.9	0.1	2.7[fluorescence artefact?]	-2.8	4.4
> Cc1ccc(CNC(=O)c2nc3nc(C)cc(C)n3n2)cc1
    -2.0	-0.4	-10.3	13.0	-3.5	0.0	0.5	-9.5	-10.4
> CCCN(CC#CC(O)(c1ccccc1)c1cccnc1)CCC (centres undefined)
    1.6	1.6	-18.2	-2.1	-0.4	-1.3	-8.3	.	-7.0
> Cc1cc(Cl)c(O)c(-n2nc3ccccc3n2)c1
    7.8	-9.7	-11.9	0.3	-20.9	0.8	1.7	-7.0	2.1
> Cc1ccccc1CC1(CO)CCCN(Cc2ccc3c(c2)OCCO3)C1 (centres undefined)
    10.8	-2.5	0.5	-0.9	-0.5	-1.0	-2.9	-1.3	-3.8
> Cc1ccccc1C(=O)Nc1nnc(-c2ccco2)s1
    19.1	-1.6	-6.2	4.4	-4.4	0.5	15.7	-62.6	-1.7
> COc1ccc(/C=C/C(=O)CC(O)(c2ccccc2)C(F)(F)F)cc1 (centres undefined)
    13.5	1.4	-24.1	0.2	-19.1	-0.1	11.0[fluorescence artefact?]	.	-13.5
> CN(C)CC1CCCCC1OC(=O)c1ccc(Cl)cc1 (centres undefined)
    -1.8	2.2	-23.1	-0.2	5.8	-0.1	4.4[fluorescence artefact?]	-9.3	-5.0
> CCNc1nc(Cl)nc(N(NC(C)=O)C(C)C)n1
    20.4	0.8	-9.8	-0.7	2.0	0.4	2.9	-12.5	-8.4
> O=C(NN1C(=O)/C(=C/C=C/c2ccco2)SC1=S)c1ccccc1O
    82.6*	-5.6	-11.5	26.9	62.6*	-0.4	74.8*	-7.7	-64.8
> CCCCC(Nc1ncnc2ccccc12)C(=O)O (centres undefined)
    3.9	-1.3	0.3	2.0	-3.3	-0.2	5.9	1.0	-5.9
> COc1cccc(-c2nnc(SCc3ccccn3)n2C)c1
    -0.8	-3.4	-0.9	-0.2	-7.5	0.4	35.0	-12.0	-6.4
> O=C(O)c1ccc2cccnc2n1
    2.9	-3.1	29.8	-0.5	1.2	0.8	1.9	0.6	1.4
> Cc1cc(C)c(S(=O)(=O)c2c(C)cccc2C)c(Cl)n1
    1.0	-7.9	-21.4	3.5	-2.6	-0.1	6.4	2.2	3.8
> Cc1cc2c(c(=O)n1CCc1ccccc1)C(c1ccco1)C(C#N)=C(N)O2 (centres undefined)
    0.6	.	-1.9	61.9*	3.8	-0.1	-2.7	-7.4	-10.2

Some of the entries so far, with bars between the fields.
structure | Hck-Nef inh | Runt-SMMHC FRET | EBV gp42 inh | Runt-CBFb FRET | Tb hexokinase | L929 necroptosis | 14-3-3 Bad inh | MDM2 E3 inh | p47phox inh
O=C(NNC(=O)c1ccccc1F)c1cccc(Cl)c1 | 3.3 | -1.6 | -2.9 | 2.4 | 11.7 | -0.2 | 0.8 | -1.9 | -6.0
NS(=O)(=O)c1cccc(NC(=O)CNC(=O)CC23CC4CC(CC(C4)C2)C3)c1 | 17.9 | 0.0 | -4.9 | 3.4 | 0.5 | 1.6 | -10.9 | -8.5 | 1.4
CN(C)CC1CCCCC1OC(=O)c1ccc(Cl)cc1 (centres undefined) | -1.8 | 2.2 | -23.1 | -0.2 | 5.8 | -0.1 | 4.4[fluorescence artefact?] | -9.3 | -5.0

Going on with the list.
Results follow in this order: Hck-Nef inh	Runt-SMMHC FRET	EBV gp42 inh	Runt-CBFb FRET	Tb hexokinase	L929 necroptosis	14-3-3 Bad inh	MDM2 E3 inh	p47phox inh
> COc1ccc(Cl)cc1N(CC(=O)Nc1ccc2c(c1)OCO2)S(C)(=O)=O
    1.1	3.3	-6.9	-10.5	1.9	-0.1	10.2[fluorescence artefact?]	-13.1	-0.7
> O=S(=O)(Nc1cccc2cccnc12)c1ccc(S(=O)(=O)N2CCCC2)cc1
    0.0	-0.9	-4.7	3.3	15.4	4.7	-4.3	-16.1	-8.4
> Cc1ccccc1NC(=O)N1C2CCCC1CC(NC(=O)C1CC1)C2 (centres undefined)
    1.4	-5.1	-22.0	1.5	-1.0	0.8	8.7[fluorescence artefact?]	-19.2	-5.8
> Cn1nc(C(C)(C)C)cc1C(=O)NCc1cc(F)cc2c1OCOC2
    0.5	0.6	-4.6	-1.8	-4.9	-1.2	-2.9	-28.0	-11.9
> COc1ccc(C)cc1NC(=O)C1CC(=O)OC12CCCCC2 (centres undefined)
    -1.9	-0.6	-1.9	2.3	-2.2	0.7	-9.5	-19.6	-6.9
> COc1ccccc1CC1(C)NC(=O)N(CC(=O)Nc2cc(C)on2)C1=O (centres undefined)
    -0.5	-1.9	-2.3	1.2	12.4	-0.3	10.9	8.6	-12.0
> O=S(=O)(c1cccc2cccnc12)N1CCN(c2ccccn2)CC1
    1.1	-0.7	-5.1	-0.7	2.4	-0.4	0.8	-9.4	0.1
> COc1ccc(NC(C)=O)cc1NC(=O)CSc1nnc(-c2cccnc2)n1C
    7.3	1.1	-6.5	-1.1	8.4	0.6	-1.9	-6.4	-0.1
> CC(C)(C)c1ccc(OCC(=O)NC2CCS(=O)(=O)C2)cc1 (centres undefined)
    0.4	-1.8	-12.6	0.9	19.0	0.4	5.1	-4.2	-5.2
> O=C(CSc1cccc(C(F)(F)F)c1)N1CCN(S(=O)(=O)c2ccccc2)CC1
    0.1	-0.2	-2.7	-3.8	-2.0	-1.6	-7.6	-2.1	-13.4
> COc1ccc(CNC(=O)COC(=O)c2ccco2)cc1
    17.0	-2.7	-5.6	1.6	-0.4	2.0	-14.2	-52.8	0.5
> Cc1cc(Sc2ncnc(N)c2[N+](=O)[O-])ncn1
    -6.7	8.2	-7.1	13.1	-18.9	6.1	13.0	-13.3	-0.7
> Cc1ccccc1NC(=O)C(=O)N/N=C/c1cccc(Br)c1
    -0.7	2.1	3.3	-1.7	-7.1	0.2	1.8	-3.1	4.4
> CCOc1ccc(Nc2nc(C)cc(C)c2C#N)cc1
    11.3	-4.8	-11.0	-1.7	5.3	-0.9	3.0	-0.1	-5.8
> Cc1ccc2nc(-c3ccncc3)cc(C(=O)NCCc3ccc(F)cc3)c2c1
    -70.0	-5.8	-7.3	0.8	-2.0	1.0	-8.0	-12.6	-4.6
> CCOc1c2ccc(C(=O)NCCc3ccc(C)cc3)cc2nn1CC
    1.9	-0.3	-11.8	-1.5	-3.0	0.2	0.3	-19.1	-4.2
> O=C(c1ccccc1)c1ccc2nc(Nc3ccccc3)c3nncn3c2c1
    68.0*	-65.3	-8.9	0.4	-45.4	0.9	38.0	-8.4	-7.1
> CCOc1ccc(C2=C(C=Nc3c(C)n(C)n(-c4ccccc4)c3=O)C(c3ccc(F)cc3)c3ccccc3O2)cc1 (centres undefined)
    9.7	-3.9	1.1	-2.9	-33.3	1.1	-2.4[fluorescence artefact?]	-15.9	3.6
> Cc1nnc(NCCc2ccccc2)[nH]c1=O
    7.1	-3.5	-13.4	-0.5	9.8	1.5	3.7[fluorescence artefact?]	-11.8	-11.7
> Cc1cccc[n+]1CC(=O)Nc1cccc([N+](=O)[O-])c1
    18.4	-0.5	0.8	1.5	0.6	1.3	-1.5	8.6	-14.3
> COC(=O)c1ccc(CN2C(=O)NC3(CCC(C)CC3)C2=O)o1 (centres undefined)
    -0.5	-0.2	-2.2	-1.6	-4.2	2.5	3.5	-30.4	-4.1
> S=C(Nc1ccc(Nc2ccccc2)cc1)N1CCN(c2ncccn2)CC1
    -10.0	-3.7	0.7	3.4	-5.9	1.9	-4.9	-1.6	4.0
> CC1(OC(=O)C2CCCC2)C(=O)C=C2C=C(c3ccsc3)N(CCN3CCOCC3)C=C2C1=O (centres undefined)
    18.9	21.3	-8.7	2.4	-31.5	0.5	-7.2	12.4	-9.3
> COc1ccc(C(=O)O)cc1F
    1.4	0.7	-6.9	0.0	0.5	0.4	-4.8	-18.8	1.7
> CC(C(=O)Nc1ccc(C#N)cc1)N(C)CC(=O)Nc1cccc(F)c1 (centres undefined)
    1.5	2.0	-4.6	5.0	3.0	4.7	-3.4	-0.7	-15.8
> CCN(CC)c1ccc(NC(=O)OC)cc1
    -23.4	-0.9	-24.3	18.4	25.0	-0.3	-21.4	.	-29.4
> Cc1nn(Cc2ccccc2)c(C)c1C(=O)OCC(=O)c1cc(C)n(CC(F)(F)F)c1C
    -0.7	3.1	-8.3	-0.9	-8.4	0.4	4.9	-2.9	-25.2
> O=c1[nH]n(-c2ccc(F)cc2)c2ncccc12
    0.2	-2.8	-2.5	-1.1	-10.5	-0.1	3.2	-9.3	-0.9
> Cc1cc(C(=O)COC(=O)CNC(=O)c2ccc(F)cc2)c(C)n1Cc1ccco1
    3.9	0.0	-0.8	2.9	16.9	0.0	-8.0	-15.8	-16.8
> CC1CCN(c2ccc(N3C(=O)C4CCCCC4C3=O)cc2[N+](=O)[O-])CC1 (centres undefined)
    3.1	-0.9	1.6	-5.9	-3.8	0.5	-16.1	-3.3	-9.1
> Cc1nc2ccc(Nc3ccncc3)cc2s1
    -9.8	-1.2	4.1	2.8	-7.6	0.7	-0.5	-11.9	5.0
> CCCCNc1cc(F)nc(N)n1
    -46.2	4.7	-9.5	1.8	0.1	0.1	-14.0	-6.8	-5.9
